Bioassay records: PubChem BioAssay, several laboratories
DAGLB inhibitor: DAGLB lipase inhibitors, primary screen, biochemical, fluorescence, HTS. 340,000 tested, 0.059% active. inhibition, % at 5.17 µM. Diacylglycerol lipase-beta (Homo sapiens), Q8NCG7. HEK293T DAGLB membrane lysate, EnzChek fluorogenic substrate; in the data active = inhibition above about 34%;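 note: 0% = enzyme with vehicle and 100% = wells lacking enzyme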
RTF Ca sens inh: cardiac RTF calcium sensitivity inhibitors, primary screen, biochemical, IANBD-TnC fluorescence, EC70 calcium. 340,000 tested, 0.12% active. inhibition, % at 7.15 µM. IANBD-labeled cardiac RTF, Ca2+ fluorescence. Troponin I, cardiac muscle (Homo sapiens) + Troponin T, cardiac muscle (Homo sapiens) + …;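 active = inhibition above the mean inhibition of all tested compounds plus 3 SD, cut at about 17% in these data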;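 note: assay run at fixed EC70 calcium of 1.6 mM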
DSG3 Ab inh: inhibitors of pemphigus antibody binding to DSG3, primary screen, biochemical, bead-based, flow cytometry, scFv-GFP; 310,000 tested, 0.48% active; binding (percent of control), % at 10 µM; DSG3-coupled beads, scFv-anti-DSG3-GFP binding; hits give low values; Desmoglein-3 (Homo sapiens), P32926;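 active = binding more than 3 SD below its plate's average and above zero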;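 note: hits lower antibody fragment binding to DSG3; some compounds called inactive have numbers as strong as hits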
Arr AP2 block: inhibitors of beta-arrestin/AP2 binding, primary screen, biochemical, GPCR trafficking, flow cytometry; beta-arrestin 1 C-terminal peptide binding to AP2 beta2-adaptin appendage (human); 340,000 tested, 0.31% active; inhibition, % at 10 µM; FITC-arrestin peptide / GST-AP2 beads; AP2 beta2 appendage carries R879A mutation;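 active = inhibition above a set limit, near 3 SD of compounds lacking own fluorescence, cut at about 54% in these data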;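 note: plate controls were DMSO wells for no effect and 5 µM unlabelled arrestin peptide for full effect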
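Measured by: flow cytometry, FL1 (488/535 nm); Material: AP2 appendage R879A on GSH beads; Evaluation: percent response; Timing: pre-incubation 12 min, peptide binding 1 h, room temperature; Also added: 50 nM FITC-arrestin peptide; Medium: PBS with 0.05% Tween 20 and 0.1% BSA.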
NSD2 HMT inh: NSD2 histone methyltransferase inhibitors, primary screen, biochemical, AlphaScreen, single concentration, set 2; inhibition, % at 12.5 µM; 310,000 tested, 0.54% active; Histone-lysine N-methyltransferase NSD2 (Homo sapiens), O96028; NSD2 peptide methylation, 120 min; in the data active = inhibition above about 50%
Target sequence (O96028 whole entry, looked up): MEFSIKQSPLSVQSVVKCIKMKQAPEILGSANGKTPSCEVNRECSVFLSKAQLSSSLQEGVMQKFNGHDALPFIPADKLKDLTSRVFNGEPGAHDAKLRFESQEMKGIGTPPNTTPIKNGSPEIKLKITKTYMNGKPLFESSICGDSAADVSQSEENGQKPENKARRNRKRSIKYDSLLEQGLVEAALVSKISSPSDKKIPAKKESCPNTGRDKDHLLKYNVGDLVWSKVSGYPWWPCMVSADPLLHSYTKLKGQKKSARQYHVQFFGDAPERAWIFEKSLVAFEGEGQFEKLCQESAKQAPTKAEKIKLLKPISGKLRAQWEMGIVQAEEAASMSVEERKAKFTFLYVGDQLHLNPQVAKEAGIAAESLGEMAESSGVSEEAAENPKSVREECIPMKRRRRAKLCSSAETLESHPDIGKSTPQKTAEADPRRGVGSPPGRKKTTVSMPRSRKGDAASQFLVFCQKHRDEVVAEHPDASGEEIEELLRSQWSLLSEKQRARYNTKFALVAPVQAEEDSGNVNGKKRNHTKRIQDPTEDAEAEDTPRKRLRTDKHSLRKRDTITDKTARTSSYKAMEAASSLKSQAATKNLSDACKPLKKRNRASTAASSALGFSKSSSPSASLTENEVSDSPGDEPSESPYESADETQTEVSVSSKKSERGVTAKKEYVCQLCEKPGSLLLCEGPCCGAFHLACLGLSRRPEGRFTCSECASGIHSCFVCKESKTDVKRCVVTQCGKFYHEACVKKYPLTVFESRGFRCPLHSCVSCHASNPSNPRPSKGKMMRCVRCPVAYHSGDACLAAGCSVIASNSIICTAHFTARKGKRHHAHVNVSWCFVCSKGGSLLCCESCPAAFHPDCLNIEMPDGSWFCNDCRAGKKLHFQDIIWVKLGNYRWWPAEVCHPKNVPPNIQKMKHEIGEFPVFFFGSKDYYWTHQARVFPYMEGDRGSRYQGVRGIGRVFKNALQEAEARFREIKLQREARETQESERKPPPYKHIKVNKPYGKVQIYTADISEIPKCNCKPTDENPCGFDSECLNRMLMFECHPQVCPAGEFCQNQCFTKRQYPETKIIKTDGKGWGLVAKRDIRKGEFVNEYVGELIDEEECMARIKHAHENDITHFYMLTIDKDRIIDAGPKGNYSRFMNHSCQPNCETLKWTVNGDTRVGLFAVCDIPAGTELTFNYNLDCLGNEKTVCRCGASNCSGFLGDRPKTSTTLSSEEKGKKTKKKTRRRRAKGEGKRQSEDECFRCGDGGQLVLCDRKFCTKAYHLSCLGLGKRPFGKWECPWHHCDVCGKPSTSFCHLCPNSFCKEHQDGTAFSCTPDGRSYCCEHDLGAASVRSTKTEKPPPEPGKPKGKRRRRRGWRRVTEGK
CAL PDZ FP-1: untagged CAL PDZ binding inhibitors, primary screen, biochemical, fluorescence polarization, HTS. Golgi-associated PDZ and coiled-coil motif-containing protein (Homo sapiens), Q9HD26. purified CAL PDZ, TMR-peptide fluorescence polarization, 1 h. inhibition, % at 24.9 µM. 300,000 tested, 0.92% active. AID 602252, 2012;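 active = mean inhibition of at least 30% with at least half of replicates also reaching 30%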;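 note: 0% = DMSO neutral control and 100% = excess unlabeled competitor peptide PRC23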
V-ATPase pH: regulators of yeast V-ATPase proton pumping, primary screen, pHLuorin cytosolic pH fluorescence; S. cerevisiae; response, % at 10 µM; 350,000 tested, 0.37% active; AID 504577, 2011; in the data active = response mostly above about 7.3%, no sharp cut-off; inactive = mostly below about 5.4%; note: actives read high; inactives centre near 0; some compounds called inactive have numbers as strong as hits
Keap1 Nrf2 FP: Keap1-Nrf2 protein-protein interaction inhibitors, primary screen, biochemical, fluorescence polarization, single point | Kelch-like ECH-associated protein 1 (Homo sapiens), Q14145 | Keap1 Kelch-Nrf2 peptide fluorescence polarization, 1536-well | inhibition, % at 9.4 µM | 340,000 tested, 0.15% active; in the data active = inhibition above about 12%;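 note: human Keap1 Kelch domain with fluorescein labeled Nrf2 9mer peptide probe; 0% = neutral control wells and 100% = peptide positive control; higher means more block of Keap1 binding to Nrf2 peptide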
CAL PDZ FP-2: CAL PDZ peptide-binding inhibitors, primary screen, biochemical, fluorescence polarization, Cer-tagged CAL PDZ, HTS; Golgi-associated PDZ and coiled-coil motif-containing protein (Homo sapiens), Q9HD26; purified CAL PDZ, TMR-peptide fluorescence polarization, 1 h; inhibition, % at 20 µM; 330,000 tested, 0.02% active; AID 504414, 2011;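 active = highest replicate inhibition of at least 40%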;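 note: plate controls were DMSO neutral control wells for no effect and unlabeled competitor peptide control wells for full effect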
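Material – purified CerCALP PDZ construct · Detection – FP readout, S and P plane fluorescence · Measure – percent inhibition from loss of millipolarization · Controls – unlabelled peptide for full inhibition, DMSO wells as neutral · Probe or stimulus – TMR-labelled reporter peptide T*-PRC34 bound in PDZ groove · Times – 1 h at RT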
C-LANA FP: inhibitors of KSHV C-LANA binding to DNA, primary screen, biochemical, fluorescence polarization, FAM-LBS DNA, MBP-C-LANA, single point; Kaposi's sarcoma herpesvirus LANA C-terminal domain (residues 932-1162) DNA binding; inhibition, % at 9 µM; 340,000 tested, 0.078% active;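 active = highest replicate inhibition at or above 60% at 9 µM, even if other replicates fall short; inactive = all replicates below 60% inhibition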;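 note: 0% = neutral control wells and 100% = 4 µM acridine orange control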
* = called active by the depositor; . = no result given.

SMILES | DAGLB inhibitor | RTF Ca sens inh | DSG3 Ab inh | Arr AP2 block | NSD2 HMT inh | CAL PDZ FP-1 | V-ATPase pH | Keap1 Nrf2 FP | CAL PDZ FP-2 | C-LANA FP
Cn1c(N)c(C(=O)CSc2nc(N)cc(N)n2)c(=O)n(C)c1=O | 1 | -6 | 98 | 6 | 1 | -4 | -2 | 0 | -3.5 | -0.9
Cc1ccc2c(c1)CC1(CN2C)C(=O)OC(C)(C)OC1=O | -8 | 1 | 99 | 11 | 2 | -8 | 0 | 0 | -0.5 | 0.4
O=C(c1ccc([N+](=O)[O-])cc1)N1CCN(C(=O)c2cccs2)CC1 | 0 | 5 | 84 | 14 | -1 | -3 | 2 | -2 | -0.5 | 1.4
Cc1ccc(-c2nnc(SCC(=O)NC3CCS(=O)(=O)C3)nc2-c2ccc(C)cc2)cc1 (stereo not given) | -1 | -1 | 80 | 0 | 0 | -9 | 1 | -4 | -6.2 | 0.0
CCCOC(=O)CC1C(=O)NCCN1C(=O)OC(C)(C)C (stereo not given) | 1 | -8 | 103 | 1 | -2 | 5 | 4 | -7 | -0.2 | -1.4
Nc1nonc1-c1noc(COc2ccccc2Cl)n1 | 2 | 4 | 112 | 12 | -5 | 2 | -92 | -1 | -1.2 | 1.8
CCC(=O)OCC(=O)[C@@]1(OC(=O)CC)[C@@H](C)C[C@H]2[C@@H]3CCC4=CC(=O)C=C[C@]4(C)[C@@]3(Cl)[C@@H](O)C[C@@]21C | -2 | 3 | 94 | 5 | . | 6 | 2 | -3 | -1.3 | -2.7
O=C1CCCCN1CCC(=O)N1CCCC(Nc2ccc(F)c(F)c2)C1 (stereo not given) | 2 | -13 | . | -4 | -1 | -4 | 3 | -5 | -3.3 | -0.9
COC(=O)CC1=C(C(=O)OC)[C@@H](c2ccccc2[N+](=O)[O-])C(C#N)=C(N)O1 | -1 | -3 | . | 1 | -1 | 1 | -1 | 1 | -0.1 | 1.1
COc1ccccc1NC(=O)C(C)N1CCN(C/C=C/c2ccccc2)CC1 (stereo not given) | -3 | -4 | . | 22 | 0 | 11 | -3 | -5 | -1.2 | 0.5
CCOc1ccc(S(=O)(=O)Nc2ccc3c(c2)OCO3)c2cccnc12 | 1 | 12 | 102 | 25 | 8 | -4 | 5 | 3 | -1.6 | 1.7
O=C(Nc1cc(C(=O)Nc2ccccc2C(=O)O)cc(C(=O)Nc2ccccc2C(=O)O)c1)c1ccccc1 | 7 | 0 | . | 7 | -1 | -21 | -3 | -3 | -2.1 | 1.2
COc1ccc(CN2CCSc3sccc3C2=O)cc1 | -2 | 1 | 107 | -2 | -1 | 6 | 6 | -2 | -1.2 | 0.9
CC(O/N=C/c1ccc(OC(F)F)cc1)C(=O)Nc1cccc(S(=O)(=O)N2CCOCC2)c1 (stereo not given) | -3 | 3 | 103 | -14 | 1 | 0 | -2 | -6 | -0.7 | -2.3
N#Cc1c(NCCCO)nc(-c2ccccc2)c2c1CCCC2 | -8 | -10 | 100 | 8 | -36 | -2 | 4 | -7 | . | -0.4
C[C@H](CO)N1C[C@H](C)[C@@H](CN(C)C(=O)Nc2ccccc2)Oc2ccc(NC(=O)C3CCCCC3)cc2C1=O | 1 | -6 | 102 | -5 | . | . | 3 | 1 | -1.6 | 3.4
CN(CC(=O)NCc1ccco1)S(=O)(=O)c1cccc2cccnc12 | 1 | 6 | 109 | 4 | . | -1 | 0 | -3 | -0.6 | 1.2
CCOc1ccccc1NC(=S)N(CCN(C)C)C(C)c1ccncc1 (stereo not given) | 3 | -1 | 100 | -2 | -155 | 1 | 8 | -1 | 0.2 | 0.4
Cn1cc(Br)c(C(=O)Nc2nccs2)n1 | 0 | -1 | 108 | 3 | -3 | -3 | -2 | 3 | -1.0 | -1.8
Cc1ccc(C)n1-c1nccc(-c2cccs2)n1 | -2 | -9 | 105 | 29 | 0 | -1 | 3 | 0 | -0.1 | -2.1
COc1ccc(CNC(=O)c2ccc(C(C)C)cc2)cc1 | -8 | -3 | 116 | -16 | -3 | -3 | -2 | -2 | -2.7 | 0.2
CCCn1cnc2sc(CC)cc2c1=O | -2 | 4 | 108 | 3 | -2 | -1 | -3 | -1 | -0.7 | 0.5
C[C@H]1CN(CCc2ccccc2)C(=O)[C@@H]1CC(=O)NCc1ccccc1 | -2 | -7 | 105 | 4 | . | 2 | 1 | 1 | 0.4 | -0.5
CCOC(=O)C1CCCN(S(=O)(=O)c2ccccc2)C1 (stereo not given) | -3 | -15 | 95 | 1 | -1 | -19 | -1 | -10 | -2.9 | -0.4
O=C(NCC1CCCO1)/C(=C\c1ccccc1)NC(=O)c1ccccc1 (stereo not given) | -1 | -1 | . | -18 | -7 | -2 | 2 | 1 | -1.0 | -1.3
O=C(OCC(=O)N1CCOCC1)c1ccc2ccccc2c1 | -1 | 4 | 100 | 29 | -2 | . | -3 | -3 | -0.7 | 0.8
Cc1ccc(OCC(=O)N/N=C2\CC(=O)CC(C)(C)C2)c(Br)c1 | -2 | -2 | 107 | -14 | 11 | -5 | 0 | -3 | -0.6 | 0.4
O=C(CCc1nnc(Cc2ccc3c(c2)OCO3)o1)NC(c1ccccn1)C(F)(F)F (stereo not given) | 1 | -3 | 100 | -10 | -4 | 5 | 2 | -7 | -0.2 | -1.3
Cc1cn(CC2COC(C)(C)O2)c(=O)[nH]c1=O (stereo not given) | 0 | 1 | 99 | 27 | -3 | -5 | 0 | -6 | 0.2 | 1.8
CCn1cc(/C=C(\NC(=O)c2ccccc2F)C(=O)N2CCOCC2)c2ccccc21 | 2 | 10 | . | -5 | -1 | -4 | -1 | 0 | -2.0 | 0.5
COc1ccc(/C=N/NC(=O)c2ccc3nc[nH]c3c2)cc1 | . | . | 108 | 7 | -1 | . | -5 | . | . | .
COc1ccc(/C=C2\SC(=O)N(CCNC(=O)C3CC4C=CC3C4)C2=O)cc1 (stereo not given) | -2 | -1 | 115 | 12 | -3 | -5 | 2 | -1 | -1.1 | 0.3
Cc1nonc1NC(=O)CSc1nc2c(C)cccc2cc1C#N | -2 | -15 | 170 | 1 | 0 | 1 | 3 | -4 | -0.2 | 0.8
O=C(Nc1nncs1)c1cccnc1Cl | 1 | 4 | 100 | 7 | -2 | 4 | -1 | 2 | -0.6 | 2.3
Cc1ccc(CN2C3=NC(=O)CN3c3ccccc32)cc1 | 1 | -12 | 80 | 22 | -6 | -5 | -3 | 1 | -1.3 | -1.3
O=C(c1ccc2c(c1)OCCO2)N1CCN(S(=O)(=O)c2c(F)cccc2F)CC1 | -2 | -5 | 105 | 0 | . | -2 | 3 | -8 | -0.9 | 1.7
Cc1ccc(Nc2cc(C)nc3ncnn23)c(C)c1 | 1 | -9 | 98 | -11 | -2 | -3 | -2 | 1 | . | 0.6
COc1ccc2[nH]c(=O)c(CN(Cc3ccccc3OC)Cc3nnnn3CC3CCCO3)cc2c1 (stereo not given) | -1 | -4 | 101 | 0 | 5 | 1 | 0 | -1 | 0.0 | -0.3
CC1=C(C(=O)Nc2ccccc2)C(c2ccc(Cl)cc2)n2c(s/c(=C/c3cccc(OCC(=O)O)c3)c2=O)=N1 (stereo not given) | 4 | 3 | 83 | -6 | 0 | . | 0 | -7 | -3.3 | 2.0
Cc1ccccc1NC(=O)c1c(Cl)nc(C)c(Cl)c1C | -2 | -9 | 110 | -6 | 0 | -3 | 4 | -1 | -0.5 | 0.0
Cc1ccc(C)c(-n2c(SCC(=O)Nc3nonc3C)nnc2-c2ccoc2C)c1 | -2 | -5 | 94 | 3 | 9 | -5 | 2 | -1 | -0.8 | -0.3
COc1ccc(CNC(=O)CCSCc2cccc(Cl)c2)c(OC)c1 | -1 | -5 | 105 | 11 | -2 | -1 | 2 | 1 | -1.0 | 0.9
CCC1C(=O)CC(c2ccccc2)NC1c1ccccc1 (stereo not given) | -8 | -1 | 83 | -23 | -1 | . | 0 | -1 | -1.1 | 3.4
CCn1cc(C(=O)OCC(=O)Nc2c(C)cccc2C)c(=O)c2ccc(C)nc21 | 1 | 0 | 84 | -6 | 0 | -1 | -3 | 2 | -3.0 | -2.5
COc1ccc2c(c1)c1nnc(SCC(=O)N3C(C)CCCC3C)nc1n2C (stereo not given) | -2 | 1 | 96 | 30 | . | -3 | -4 | -2 | -3.8 | -0.1
CCOC(=O)C1CCN(C(=O)Cn2nc(C)c3c(C)n(-c4ccccc4)nc3c2=O)CC1 | -1 | 7 | 93 | 0 | -4 | -1 | -2 | -2 | -1.9 | -0.2
N#Cc1cnn2ccn(C3OC(CO)C(O)C3O)c12 (stereo not given) | 1 | -3 | 94 | 5 | -6 | -2 | 4 | -8 | 1.1 | 3.1

Not all compounds are listed. The share of hits here may be higher or lower than overall.
